Mito fusion yeast: inhibitors of mitochondrial division or activators of mitochondrial fusion. S. cerevisiae fusion-defective mutant growth rescue, CellTiterGlo 48 h. Potency, µM (highest dose often 46.1 µM), without a hit: top-dose growth rescue (activation), usual class: activators. 320,000 tested, 0.23% active. AID 485298;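 also: potency is read from the fitted curve at half-maximal effect; % of control where 0% means no effect; nearly all actives have a fitted effect of over 45% in size; temperature-sensitive fusion mutants such as fzo1-1 at 37 °C on non-fermentable ethanol glycerol medium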
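Growth-rescue viability read-out: after 48 h at the non-permissive 37C in glycerol/ethanol YPEG, yeast mitochondrial fusion mutants are measured by CellTiterGlo luminescence; compounds (23 nl pinned per well) restoring growth score as division inhibitors or fusion activators.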
A-T KAP1 phos: potential ataxia-telangiectasia treatments restoring KAP-1 phosphorylation; […] A-T fibroblasts, KAP-1 phosphorylation AlphaLISA; neocarzinostatin DNA damage 30 min before lysis; Potency, µM (titrated, usually from 57.5 µM), without a hit: at the top dose activation, usual class: activators; 320,000 tested, 0.19% active; AID 485349; also: potency is read from the fitted curve at half-maximal effect; % of control where 0% means no effect; nearly all actives have a fitted effect of over 45% in size
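hTERT-immortalized A-T patient fibroblasts ([…]), 500 cells/well in OPTI-MEM, 1% FBS, got compounds for 60 min, then NCS for 30 min at 37C. Lysates were then assayed for phospho-KAP-1 by AlphaLISA (anti-pKAP1 donor, anti-KAP1 acceptor beads), 6 hr at 25C.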
TCR activator: T cell receptor activation | primary human leukocytes, anti-CD3, IL-2 HTRF, 48 h | 330,000 tested, under 10 active | Potency, µM (series often up to 9.22 µM), for the others: at the highest dose activation of IL-2 secretion, hits mostly activators; also: % of control where 0% means no effect
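Compounds are tested in HTS on primary human leukocytes co-incubated with a-CD3 beads for 48 hr. IL-2 output is measured by time-resolved FRET.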
TRPV1 agonist: agonists of human vanilloid receptor 1 (TRPV1) | TRPV1-expressing cells, Fluo-8 calcium influx, agonist mode | activation, % at 8.33 µM | AID 540275 | 320,000 tested, 0.19% active | Q8NER1; in the data active = activation above about 80%; inconclusive = between about 30% and that limit; also: 0% is about no effect
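Fluo-8 calcium influx in TRPV1-expressing cells, kinetic read (ex 480/em 520 nm). Compound added and read 3 min for agonist activity, followed by capsaicin at EC20 final and 2 min further read for enhancement.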
Eya2 phos inh: Eya2 (human) phosphatase inhibition | O00167 | AID 488837 | 330,000 tested, 0.006% active | Potency, µM (titrated, usually from 76.9 µM), for inactives: top-dose activity, negative = inhibition, actives largely listed as inhibitors | recombinant Eya2, OMFP fluorescence dephosphorylation (OMFP is methylfluorescein phosphate); also: potency is read from the fitted curve at half-maximal effect; % is scaled to controls: 0 for no effect and ±100 for the full control effect
Target sequence (O00167 whole entry, looked up): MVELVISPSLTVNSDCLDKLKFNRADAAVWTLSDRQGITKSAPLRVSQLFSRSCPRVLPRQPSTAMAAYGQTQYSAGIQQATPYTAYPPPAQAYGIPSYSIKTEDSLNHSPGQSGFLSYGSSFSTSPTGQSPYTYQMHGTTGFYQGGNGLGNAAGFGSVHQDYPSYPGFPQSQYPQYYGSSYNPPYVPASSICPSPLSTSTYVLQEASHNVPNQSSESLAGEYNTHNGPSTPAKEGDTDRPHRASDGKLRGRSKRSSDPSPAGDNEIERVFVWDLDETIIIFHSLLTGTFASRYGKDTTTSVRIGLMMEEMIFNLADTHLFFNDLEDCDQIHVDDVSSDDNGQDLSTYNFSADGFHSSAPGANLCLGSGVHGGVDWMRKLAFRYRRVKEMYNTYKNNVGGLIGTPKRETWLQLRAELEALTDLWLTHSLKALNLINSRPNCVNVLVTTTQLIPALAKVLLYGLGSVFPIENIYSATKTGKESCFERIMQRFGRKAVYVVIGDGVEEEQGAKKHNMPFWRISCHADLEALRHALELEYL
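Eya2 protein (added as 0.2 uM solution) was preincubated with compound for 10 min at ambient temperature in 50 mM HEPES pH 7.5, 50 mM NaCl, 5 uM MgCl2, 0.05% BSA, 1 mM DTT. OMFP (added at 50 uM) then reacted 10 min; fluorescence read at 485/525 nm.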
KCNH2 3.1 inh: inhibitors of human KCNH2 3.1 potassium channel isoform. 340,000 tested, 0.95% active. activity change, % (tested at about 1.8 µM). AID 720553. U2OS KCNH2 3.1, thallium flux FluxOr; active compounds read low;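 active = maximum activity change below -70%; inconclusive = maximum activity change from -70% to -50%; inactive = maximum activity change above -50%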;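 also: thallium influx rate constant from kinetic fluorescence after stimulation buffer; % is scaled to controls: 0 for no effect and ±100 for the full control effect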
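Channel expression came from 3.1 mutant virus (1.77 x 10^8 /mL) applied to suspended U2OS cells for 4 h. Flux was tracked with FluxOr dye plus Red40 quencher, and kinetic rate constants normalized to controls.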
USP2a inh: blocks human ubiquitin-specific protease USP2a; O75604; USP2 core, Ub-CHOP2 coupled fluorogenic reporter, 485/531; Potency, µM (doses to about 38.3 µM), for the others: top-dose activity change, negative = inhibition, usual class: inhibitors; 330,000 tested, 0.01% active; AID 463254;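 also: potency is read from the fitted curve at half-maximal effect; plate controls were DMSO wells for no effect and full inhibition by NEM control for full effect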
Target sequence (O75604 whole entry, looked up): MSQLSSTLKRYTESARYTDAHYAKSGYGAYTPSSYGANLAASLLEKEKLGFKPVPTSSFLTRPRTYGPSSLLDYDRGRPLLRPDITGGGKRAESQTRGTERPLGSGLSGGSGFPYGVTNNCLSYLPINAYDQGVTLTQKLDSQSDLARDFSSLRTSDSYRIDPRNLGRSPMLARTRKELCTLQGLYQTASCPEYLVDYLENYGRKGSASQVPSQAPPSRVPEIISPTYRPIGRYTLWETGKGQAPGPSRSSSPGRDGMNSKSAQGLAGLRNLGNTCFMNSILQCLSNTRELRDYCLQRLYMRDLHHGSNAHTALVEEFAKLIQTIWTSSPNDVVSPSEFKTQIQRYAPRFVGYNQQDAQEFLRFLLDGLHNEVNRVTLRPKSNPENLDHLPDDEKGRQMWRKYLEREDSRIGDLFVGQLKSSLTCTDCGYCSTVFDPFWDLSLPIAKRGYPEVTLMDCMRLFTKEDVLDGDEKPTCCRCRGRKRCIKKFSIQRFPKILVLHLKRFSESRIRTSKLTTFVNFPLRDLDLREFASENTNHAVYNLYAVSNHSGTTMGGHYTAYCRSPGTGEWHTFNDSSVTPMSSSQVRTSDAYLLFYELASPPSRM
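Cell-free coupled assay: 10nM USP2 core preincubated 30min RT with compound in Tris-HCl pH 8.0/CaCl2/CHAPS buffer, then 25nM Ub-CHOP2 and 25nM reporter substrate; fluorescence (Ex 485/Em 531) read after 60min RT, normalized to NEM inhibition, concentration-response curves fitted.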
TSHR antagonist: antagonists of human thyroid stimulating hormone receptor; P16473; TSHR-expressing cells, TSH-stimulated cAMP HTRF, 2 h; active compounds read low; activity change, negative = inhibition, % at 11.5 µM; 330,000 tested, 0.2% active; AID 504810;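 active = activity change below a set negative limit, meaning inhibition stronger than a set level, cut at about -70% in these data; inconclusive = activity change between two set negative limits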; also: % is scaled to controls: 0 for no effect and ±100 for the full control effect
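Freshly harvested TSHR cells receive pin-tooled compound, then EC80 TSH at 4nM final. After 2 hours at 37 deg C, antibody in lysis buffer and cAMP-d2 are added; 30 minutes at ambient temperature precede the HTRF read.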
ELG1 repair inh: blocks ELG1-dependent DNA repair in HEK293T cells | HEK293T ELG1-luciferase reporter, luminescence, 16 h; DNA damage induced by 5-fluorouridine | Potency, µM (series often up to 46.1 µM), for the others: top-dose activity change, negative = inhibition, usual class: inhibitors | 330,000 tested, 2.3% active | AID 504467; also: potency is read from the fitted curve at half-maximal effect; % is scaled to controls: 0 for no effect and ±100 for the full control effect; nearly all actives have a fitted effect of over 55% in size
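Cells (2,000 per well) received 5-fluorouridine plus test compound or DMSO and were incubated 16 hr at 37 °C, 5% CO2. Luciferase activity was read by luminescence 30 min after ONE-Glo addition; signal suppression marked inhibition of damage-induced ELG1 function.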
KCNH2 WT inh: KCNH2 (human, wildtype) channel inhibition. AID 720551. Q12809. activity change, % at 1.84 µM. U2OS, BacMam KCNH2, thallium flux FluxOr; active compounds read low. 340,000 tested, 0.37% active;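 active = maximum activity change below -70%; inconclusive = maximum activity change between -70% and -50%; inactive = maximum activity change above -50%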; also: % is scaled to controls: 0 for no effect and ±100 for the full control effect
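U2OS cells were transduced with wild-type KCNH2 virus (2.03 x 10^8 / mL) for 4 h at room temperature, then cultured overnight at 37 C. Thallium flux was read with FluxOr dye. Rate constants were normalized to DMSO controls.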
Starred values were filed as active, the others as inactive; ? = inconclusive; · = no result given; & = joins results of further samples; [ ] = dose if it differs, or a comment. Unless noted, calls follow the shape of the dose curve; as a rule, active = well fitted curve in the direction sought with a large enough effect; inconclusive = small, poorly fitted or top-dose-only effect, or another doubt; inactive = no such curve, though single readings can be large; an effect the other way counts as inactive or inconclusive. The list is partial; count on the stated rates, not on these rows.

SMILES	Mito fusion yeast	A-T KAP1 phos	TCR activator	TRPV1 agonist	Eya2 phos inh	KCNH2 3.1 inh	USP2a inh	TSHR antagonist	ELG1 repair inh	KCNH2 WT inh
CS(=O)(=O)N(CC(=O)NCc1ccccn1)c1ccc2c(c1)OCCO2	-3%	-3%	1%	3	2%	24	0%	7	12%	-1
Cc1ccn2c(C(=O)CSc3ccccc3)c(C)nc2c1	-2%	2%	0%	?	5%	-1	4%	-6	12%	1
CN(C)CCCNC(=S)N1CCC(c2nc3ccccc3[nH]2)CC1	-1%	9%	-1%	-1	-17%	3	0%	1	-3%	-10
CCC(CC)NCCOC(=O)c1ccc([N+](=O)[O-])cc1	10%	4%	-5%	1	24%	4	2%	5	-9%	16
CN=C(Nc1ccccc1)SC1CC(=O)N(c2ccc(C(=O)OC)cc2)C1=O (stereo not drawn)	-5%	5%	·	1	-3%	1	-10%	27	-23%	0
Cc1cc(C)c(NC(=O)Cn2nnc(C(=O)NCc3ccco3)c2N)c(C)c1	-9%	2%	1%	-1	-8%	3	0%	2	?	8
Cc1ccc(NC(=O)CN(C)C(=O)CSc2nnc(NC(C)C)s2)cc1	4%	5%	4%	-1	0%	12	1%	18	-10%	-16
CS(=O)(=O)c1ccc(NCCc2ccccn2)c([N+](=O)[O-])c1	4%	2%	2%	1	2%	13	-2%	-14	10%	0
COc1ccc(NC(=O)C(NC(C)=O)C(=O)NCc2ccc(F)cc2)cc1 (stereo not drawn)	0%	-1%	-1%	-6	2%	-5	0%	17	0%	3
COc1ccc(CCNC(=O)c2cnccn2)cc1	-1%	9%	-4%	3	1%	9	-1%	10	?	-25
CNc1nc(N)c([N+](=O)[O-])c(Nc2cccc(Cl)c2)n1	-17%	-3%	1%	1	0%	-4	3%	0	5%	-9
Cc1nc2c(C#N)c[nH]n2c(=O)c1CCO	11%	0%	-2%	-3	8%	4	0%	4	17%	-3
Clc1ccc(C(c2ccccc2Cl)C(Cl)Cl)cc1 (stereo not drawn)	?	28µM*	0%	-1	1%&-21%	10	-1%	-2&12	12%	-11
Cc1ccc(-n2c(SCC(=O)N/N=C/c3ccccc3C(=O)O)nnc2-c2ccccc2)cc1	4%	2%	3%	-1	16%	-1	-8%	3	1%	7
O=C(NNC1CC(c2ccccc2)=NN1C(=O)c1ccccc1)c1ccccc1 (stereo not drawn)	2%	1%	·	19	2%	-1	-1%	1	0%	58
CCN(CC(N)=O)S(=O)(=O)c1ccc(Br)cc1	-5%	-2%	-2%	-4	-8%	1	4%	12	8%	-25
CN(C)C(=O)CCc1ccc2c3c([nH]c2c1)[C@]1(CCC2CCCC2)[C@@H](C(=O)N2CCOCC2)C[C@H](CC(=O)NC(C)(C)C)C(=O)N1CC3	·	18%	-4%[46.1 µM]	·	5%	-4	0%	-7	1%	-34
Cc1cc(C)c(NC(=O)CSc2nc3ccccc3c(=O)n2CCCN2CCOCC2)c(C)c1	2%	-2%	-2%	5	-1%	11	1%	1	-6%	0
COCCCN(CC(=O)NCc1ccccc1)S(=O)(=O)c1ccc(C)cc1	-10%	-5%	-3%	3	-11%	6	4%	-6	6%	7
Cc1nn(Cc2c(Cl)cccc2Cl)c(C)c1NC(=O)CCCn1nc(C)c([N+](=O)[O-])c1C	-1%	-3%	2%[46.1 µM]	-5	0%	-4	1%	15	?	1
C=CCNc1nc2ccccc2nc1NS(=O)(=O)c1ccc(F)cc1	26%	-11%	3%	3	-4%	-6	-4%	9	?	3
O=S(=O)(c1ccc(Cl)cc1)N1c2ccccc2Oc2nc3ccccc3nc21	2%	1%	14%[46.1 µM]	4	3%	-14	1%	0	-20%	-15
COc1ccc(C(CNC(=O)Cn2[nH]c(=O)c3ccccc3c2=O)N2CCCC2)cc1 (stereo not drawn)	-2%	0%	·	3	5%	-3	0%	10	-1%	-5
C[n+]1nc(Nc2cccc(F)c2)sc1-c1ccc(C(=O)O)cc1	3%	-5%	·	0	-8%	·	2%	1	29%	·
CC#CCNCc1ccccc1	0%	5%	-76%	1	-5%	-1	-1%	9	2%	-1
CC(=O)N1CCN(c2ccccc2NC(=O)COc2ccc(Br)cc2)CC1	6%	0%	1%	5	-12%	-10	-1%	11	-15%	5
O=C(CCc1nc2ccccc2s1)N1CCN(S(=O)(=O)c2cccs2)CC1	3%	8%	·	-1	-9%	4	-6%	24	?	4
Cc1cc(C)cc(NC(=O)CN(C)S(=O)(=O)c2cnc[nH]2)c1	-1%	-1%	-4%[46.1 µM]	4	5%	1	4%	-4	9%	5
O=C(/C=C1\NC2(CCCC2)Cc2ccccc21)C(=O)N/N=C/c1ccccc1O	2%	-19%	4%[46.1 µM]	15	0%	-85*	-14%	-13	2.3µM*	-22
Cc1ccc(C)c(CN2C(=O)C(C)Oc3ccc(C)cc32)c1 (stereo not drawn)	5%	-5%	-4%	17	5%	-4	4%	-10	-18%	-4
CCOC(=O)C1CCN(C(=O)c2ccc(Cl)c(Cl)c2)CC1	-5%	1%	-2%	6	-13%	5	-5%	0	3%	-2
COc1cccc(CNC(=O)Cc2csc(Nc3nc(=S)[nH]c4ccccc34)n2)c1	2%	13%	3%	1	-6%	-5	-9%	-2	?	-2
Cc1ccc(C(=O)N2CCN(c3ncccn3)CC2)cc1S(=O)(=O)N1CCCCC1	-4%	13%	1%[46.1 µM]	18	-6%	9	-3%	6	9%	-5
O=C(Nc1nnc(SCCC2OCCO2)s1)C1CC(=O)N(c2ccc(F)cc2)C1 (stereo not drawn)	-2%	24%	-5%	6	5%	-12	?	-14	1%	0
CC/C(=N\NC(N)=O)c1ccc(OC)c(OC)c1	1%	-3%	10%	-8	1%	14	8%	15	19%	25
COc1ccccc1N1CCN(S(=O)(=O)c2ccc(-c3cnc(C4CC4)o3)cc2)CC1	-4%	3%	-3%	2	-11%	-9	3%	-14	-7%	-8
O=C(O)c1cc(Nc2cc(Cl)c3nonc3c2[N+](=O)[O-])ccc1O	-13%	0%	2%	0	-9%	-3	-11%	9	11%	-18
Cc1ccc(C(=O)NC2CCCCCC2)cc1N1CCCC1=O	-4%	10%	1%	0	14%	-4	0%	2	?	0
COC(=O)C1=C(C(=O)OC)[C@@H]2N(Cc3ccccc3)c3ccccc3[C@@]23C[C@@H](C(=O)OC)N(C(=O)CC(C)C)C3=N1	-30%	-6%	-1%	10	4%	-21	-11%	0	?	8
Cc1ccc(C(=O)Nc2ccc(S(=O)(=O)NCc3ccco3)cc2)cc1	-2%	4%	-2%	13	13%	-5	3%	13	?	6
O=C(Cc1ccccc1)Nc1ccc(NC(=O)c2cccs2)cc1	0%	0%	6%	11	-10%	16	2%	3	?	-23
CCC(C)CCN1C(Nc2ccccc2)=NC[C@@H]1C (stereo partly drawn)	1%	10%	-3%	1	6%	-8	1%	4	1%	3
Cc1ccc(CNC(=O)CCS(=O)(=O)c2cc3c(cc2C)NC(=O)CO3)cc1	1%	-2%	0%	-3	6%	0	1%	-7	-3%	2
O=c1c2cc(-c3ccccc3)sc2ncn1/N=C/c1ccco1	1%	4%	-1%	-1	-2%	3	1%	-23	?	0
O=C(Nc1ccc(F)cc1)c1cc(Cl)sc1Cl	0%	0%	3%	-5	-3%	-10	0%	-16	?	-3
CCOc1ccccc1N1CCN(C(=O)c2cc3c(s2)CCC3)CC1	19%	6%	2%	?	-5%	-3	4%	-14	-1%	-1
COC(=O)c1sc(N)c(C(=O)OC)c1COC(=O)CNS(=O)(=O)c1ccc(C)c(C)c1	3%	-3%	-5%	1	-7%	6	1%	-9	?	1
CN(C)S(=O)(=O)c1ccc(N2CCCC2)c(C(=O)Nc2nc3ccccc3s2)c1	-2%	-1%	-3%[46.1 µM]	3	-9%	8	2%	1	-5%	11
Cn1c(=O)[nH]c(=O)c2c1nc(N1CCCCC1)n2CC(O)COc1ccc([N+](=O)[O-])cc1 (stereo not drawn)	-1%	0%	-4%	-4	?	-25	-1%	-13	?	22
CCN(Cc1cccc(F)c1)C(=O)c1ccc2ccccc2n1	0%	6%	5%	6	-9%	23	2%	-1	?	-1
O=C(OCCN=C1NS(=O)(=O)c2ccccc21)C1CC(=O)N(c2ccc(Cl)cc2)C1 (stereo not drawn)	-4%	8%	1%	1	7%	2	-1%	4	0%	-12
CCOC(=O)Cn1c(C)cc(=O)c2ccccc21	-1%	8%	7%	1	1%	41	0%	-9	1%	14

Quoted at random: two compounds from above.
SMILES	Mito fusion yeast	A-T KAP1 phos	TCR activator	TRPV1 agonist	Eya2 phos inh	KCNH2 3.1 inh	USP2a inh	TSHR antagonist	ELG1 repair inh	KCNH2 WT inh
CCN(Cc1cccc(F)c1)C(=O)c1ccc2ccccc2n1	0%	6%	5%	6	-9%	23	2%	-1	?	-1
CCOC(=O)Cn1c(C)cc(=O)c2ccccc21	-1%	8%	7%	1	1%	41	0%	-9	1%	14
